PTHR1 ag – agonists of human PTHR1 parathyroid hormone receptor; Q03431; HEK293 GP2 PTHR1 cells, GloSensor cAMP luminescence, 1 h; Potency, µM (top dose mostly 115 µM), for the others: at the top dose activation, actives largely listed as activators; hit rate 0.075% among 410,000; AID 743266; note: potency is the fitted concentration of half-maximal effect; nearly all actives have a fitted effect of over 55% in size; some results filed as inactive show a strong effect at the top dose; inactives centre near -15; many of its hits are not listed in these tables
Target sequence (Q03431 whole entry, looked up): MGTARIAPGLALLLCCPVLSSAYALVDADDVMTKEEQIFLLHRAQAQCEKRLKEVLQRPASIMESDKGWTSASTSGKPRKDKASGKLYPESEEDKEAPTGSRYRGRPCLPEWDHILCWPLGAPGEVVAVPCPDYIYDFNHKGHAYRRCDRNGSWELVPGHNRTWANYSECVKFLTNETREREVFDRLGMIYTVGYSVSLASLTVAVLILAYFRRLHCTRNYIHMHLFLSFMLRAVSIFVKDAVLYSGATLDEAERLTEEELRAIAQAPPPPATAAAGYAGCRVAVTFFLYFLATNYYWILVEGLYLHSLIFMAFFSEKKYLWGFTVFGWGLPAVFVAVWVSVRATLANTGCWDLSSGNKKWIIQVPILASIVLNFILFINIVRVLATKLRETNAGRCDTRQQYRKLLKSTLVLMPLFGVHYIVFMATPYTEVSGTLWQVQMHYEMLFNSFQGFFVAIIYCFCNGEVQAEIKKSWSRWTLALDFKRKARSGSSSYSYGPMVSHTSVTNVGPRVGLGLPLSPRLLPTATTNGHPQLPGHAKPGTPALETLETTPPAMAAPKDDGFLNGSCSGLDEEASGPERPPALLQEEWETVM
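HEK-293-derived GP2 cells expressing PTHR1 and a GloSensor cAMP reporter, 3,000/well, plated overnight, given luciferin plus IBMX (each 0.5 mM as added) for 1 h at 37 °C, then compound for 1 h at 37 °C. Luminescence was read after 15 min at room temperature.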
GLP1R ag – agonists of human GLP-1 receptor. HEK293 GLP-1R CRE-luciferase, luminescence, 4-6 h; cells express a hypersensitive GLP-1R form. hit rate 0.007% among 380,000. Potency, µM (titrated, usually from 45.6 µM), for inactives: top-dose activation, hits mostly activators. P43220; note: potency is the fitted concentration of half-maximal effect; % of control where 0% means no effect
PI5P4K alpha inh – blocks human PI5P4K alpha kinase activity | PI5P4Kalpha enzyme, ADP-Glo luminescence, 60 min; active compounds read low | max response, % | hit rate 1.2% among 330,000 | AID 652105; active = max response of -50% or lower; inconclusive = between -30% and -50%; inactive = -30% or higher; note: value at the top dose of about 77 µM; % is set by controls: 0 for no effect and ±100 for the full control effect
Target sequence (P48426 whole entry, looked up): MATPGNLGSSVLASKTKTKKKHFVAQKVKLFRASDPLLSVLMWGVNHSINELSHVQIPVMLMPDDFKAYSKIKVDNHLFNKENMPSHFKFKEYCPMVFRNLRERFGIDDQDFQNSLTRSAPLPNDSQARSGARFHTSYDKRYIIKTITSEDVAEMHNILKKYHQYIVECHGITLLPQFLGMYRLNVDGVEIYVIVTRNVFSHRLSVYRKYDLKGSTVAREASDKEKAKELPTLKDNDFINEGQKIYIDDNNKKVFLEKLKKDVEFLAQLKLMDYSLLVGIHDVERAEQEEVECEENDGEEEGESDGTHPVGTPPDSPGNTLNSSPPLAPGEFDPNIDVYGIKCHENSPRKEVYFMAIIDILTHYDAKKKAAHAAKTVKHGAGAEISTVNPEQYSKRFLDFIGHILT
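Enzyme plus substrate dispensed, test compounds pinned in, then ATP (5 microM final) added. After 60 min at RT, ADP-Glo reagent 1 for 45 min and reagent 2 for 30 min preceded luminescence imaging.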
PLK1 PBD inh – PLK1 (human) polo-box domain binding inhibition | hit rate 2.8% among 360,000 | Potency, µM, without a hit: max response, negative = inhibition, hits mostly inhibitors | Plk1 PBD binding of FITC phosphopeptide, fluorescence polarization | P53350; note: potency is the fitted concentration of half-maximal effect; series mostly up to about 57 µM; % is set by controls: 0 for no effect and ±100 for the full control effect; nearly all actives have a fitted effect of over 65% in size
GLP1R cytotox – cytotoxic in the GLP-1 receptor inverse agonist counter-screen; HEK293 cAMP-luciferase reporter cells, luminescence, 24 h; Potency, µM (series often up to 38.3 µM), for inactives: top-dose activity change, negative = inhibition, most hits filed as inhibitors; hit rate 0.13% among 410,000; AID 624418;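 note: loss of luciferase light is scored as toxicity; potency is the fitted concentration of half-maximal effect; % is set by controls: 0 for no effect and ±100 for the full control effect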
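Compound-treated cells are incubated 24 hr at 37 deg C under 5% CO2 after a 12 hour attachment period, then luciferase detection reagent is added and luminescence is measured following 12 min at room temperature; lowered signal indicates toxicity.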
GLP-1R inv ag – inverse agonists of human GLP-1 receptor | P43220 | HEK293 GLP-1R CRE-luciferase, luminescence, 24 h; GLP-1R form is constitutively active | Potency, µM (top dose mostly 38.3 µM), without a hit: at the top dose activity change, negative = inhibition, actives largely listed as inhibitors | hit rate 1.6% among 410,000 | AID 624417; note: potency is the fitted concentration of half-maximal effect; % is set by controls: 0 for no effect and ±100 for the full control effect; nearly all actives have a fitted effect of over 55% in size
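Using stably transfected HEK293 (constitutively active GLP-1R, cAMP-luciferase reporter), compounds were incubated 24 hr and luciferase measured by luminescence.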
EPAC1 antag – blocks human EPAC1 exchange factor; O95398; EPAC1 GEF assay, Rap1b-BODIPY-GDP exchange fluorescence; Potency, µM (series often up to 115 µM), for the others: at the top dose activity change, negative = inhibition, actives largely listed as inhibitors; hit rate 0.14% among 360,000; AID 720709;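 note: potency is the fitted concentration of half-maximal effect; plate controls were vehicle for no effect and positive control for full effect; nearly all actives have a fitted effect of over 50% in size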
EPAC1 agonist – agonists of human EPAC1; O95398; EPAC1 agonist qHTS, biochemical assay; response scale: 100% = response to 6.5 mM cAMP; Potency, µM (top dose mostly 154 µM), inactives show at the highest dose activation, actives largely listed as activators; hit rate 0.073% among 360,000; note: potency is the fitted concentration of half-maximal effect; nearly all actives have a fitted effect of over 60% in size
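EPAC1 100 nM, Rap1B–BODIPY-GDP 250 nM, unlabeled GDP 50 uM; compound titration; 5 min RT; kinetic read ex480/em540 at 5-min intervals ×30 min; data normalized to 6.5 mM cAMP agonist control.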
IL-2 act – activates IL-2 in a cell-based reporter assay; IL-2 activation reporter assay, cell-based qHTS; stimulated with anti-CD3/CD4/CD28 beads; in transgenic mouse T cells; activation, % (series mostly up to about 46 µM); hit rate 0.065% among 360,000; AID 652025; in the data active = activation above about 50%; inconclusive = mostly about 30% to 49%; note: 0% is about no effect
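Using fluorescent plate cytometry, EGFP and DsRed are detected in transgenic mouse T cells stimulated 18 h at 37 degrees C with antibody-coated beads after 60 min compound pretreatment.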
Starred values were filed as active, the others as inactive; i = inactive; ? = inconclusive; · = not tested or not shown; [ ] = another dose, or the depositor's remark. Unless noted, calls come from the whole dose curve; as a rule, active = well fitted curve in the direction sought with a large enough effect; inconclusive = small, poorly fitted or top-dose-only effect, or another doubt; inactive = no such curve, though single readings can be large; an effect the other way counts as inactive or inconclusive.

SMILES	PTHR1 ag	GLP1R ag	PI5P4K alpha inh	PLK1 PBD inh	GLP1R cytotox	GLP-1R inv ag	EPAC1 antag	EPAC1 agonist	IL-2 act
Cc1ccc(C)c(S(=O)(=O)N2CCCOC2CNC(=O)C(=O)NCCc2ccccc2)c1 (stereo not drawn)	-72%[inhibitor]	3%	3	-1%	16%	?	-5%	4%	-0.5
C#CCN1C(C)=CC(=O)[C@@H](O)[C@H]1c1ccccc1Br	i	1%	3	0%	1%	3%	6%	1%	0.1
O=Cc1coc2ccc3ccccc3c2c1=O	-18%	-16%	-86*	-28%	10%	?	-22%	1%	1.1
O=C1CCc2cc(S(=O)(=O)N3CCC(C(=O)Nc4nccs4)CC3)ccc2N1	-43%[inhibitor]	6%	-5	?	-15%	21%	-9%	13%	0.9
CSc1nc(=S)n(-c2cc(C)ccc2C)c(C)c1C(C)=O	i	9%	1	-14%	3%	3%	-29%	-1%	-3.4
CC(C)(C)C1=NN(C(=O)c2ccccc2)C(O)(C(C)(C)C)C1 (stereo not drawn)	-1%[57.5 µM]	6%	1	1%	-7%	?	-8%	-22%	1.3
NS(=O)(=O)c1ccc(CNC(=O)c2cc(S(=O)(=O)N3CCOCC3)c(Cl)cc2Cl)cc1	16%	7%	-2	-5%	-2%	-13%	4%	-9%	-0.1
O=C(COc1ccccc1[N+](=O)[O-])NCCC1=CCCCC1	-57%[inhibitor]	22%	12	-16%	0%	-25%	-24%	-5%	-1.4
CCOC(=O)c1oc2ccccc2c1CSc1nnnn1-c1ccc(OC)cc1	i	-9%	·	-11%	10%	1%	6%	11%	-0.2
Clc1ccc(OCCCNCc2ccccc2)c2ccccc12	i	13%	5	-6%	-10%	-30%	12%	-5%	-4.0
Nn1c(SCC(=O)Nc2ccc(S(N)(=O)=O)cc2)nnc1-c1ccco1	i	-6%	-1	-4%	-1%	9%	8%	6%	-2.1
O=C(COc1ccc(OCc2ccccc2)cc1)NN=C1CCCC1	i	1%	-4	-6%	-14%	14%	6%	-2%	-0.6
CCCN(CCC)c1cc(Cl)nc(N)n1	-2%	19%	0	-15%	-3%	-24%	2%	6%	-0.2
COc1ccc(CNC(=O)CN(C)S(=O)(=O)c2ccc(Br)s2)cc1	-10%	15%	-4	-2%	3%	?	?	1%	0.5
CCc1onc(C)c1C(=O)Nc1cc(C)ccc1OC	i	9%	8	0%	-1%	3%	7%	0%	-1.0
CCOc1ccccc1NC(=O)c1ccc(OCC)c([N+](=O)[O-])c1	i	0%	-2	-14%	57%[activator]	44%[activator]	4%	4%	-0.3
COC(=O)CCCC1=CC2=C(c3ccccc3)C(=O)C(C)(OC(=O)C3CCCC3)C(=O)C2=CN1CCc1ccccn1 (stereo not drawn)	-1%	6%	1	-13%	-7%	2%	-14%	0%	0.1
N/C(=N\OC(=O)CC1CCCCC1)c1ccc(Br)cc1	-1%	3%	-1	2%	4%	11%	-9%	-8%	-2.6
CC(C)(C)NC(=O)CN(Cc1cccnc1)C(=O)c1csnn1	i	-8%	0	-6%	6%	-14%	2%	-7%	-1.0
CCn1ccnc1CN1CCC(n2nccc2NC(=O)CCc2ccccc2)CC1	i	-6%	-8	-5%	-3%	11%	-16%	-6%	-3.8
COC(=O)CN1C(=O)C(O)(CC(=O)c2ccc(Cl)cc2)c2ccccc21 (stereo not drawn)	-37%[inhibitor]	9%	1	?	-9%	-14%	-27%	18%	0.1
Cc1ccc([C@H]2C[C@H](n3cc(COC(=O)c4ccccc4)nn3)[C@@H](O)CN2C(=O)c2cccs2)cc1	-22%	-2%	2	-3%	6%	-17%	-7%	-4%	-1.6
CCC1CCCCN1C(=O)c1noc(C(C)C)c1[N+](=O)[O-] (stereo not drawn)	-14%	-3%	7	3%	14%	-9%	-9%	-24%	1.4
Cc1cccc(NC(=O)COc2cccc3c2CCN(Cc2ccccc2)C3=O)c1C	-19%	-1%	8	-4%	-15%	?	1%	5%	0.4
Cc1ccccc1Sc1ccc(N)cn1	-18%	6%	1	-15%	-2%	-8%	-29%	1%	0.8
c1ccc(CNc2nc(NCc3ccccc3)c3sccc3n2)cc1	i	-7%	?	-4%	-14%	?	-7%	-3%	-0.6
C(=Nc1ccccc1)c1ccc[nH]1	-34%[inhibitor]	-3%	-25	-3%	7%	11%	-6%	9%	-0.4
Cc1nn(CCc2n[nH]c(=S)n2C)c(C)c1Br	i	-6%	·	-12%	10%	2%	-7%	12%	0.6
CCOC(=O)CCCCC(=O)c1[nH]c(=O)[nH]c1CSc1nc2ccccc2[nH]1	i	-6%	·	?	-9%	2%	1%	8%	0.4
COc1ccc(S(=O)(=O)N2CCCC2C(=O)Nc2ccc(O)cc2)cc1 (stereo not drawn)	-17%	2%	-4	4%	10%	-2%	-5%	-1%	-2.4
COc1cccc(CNC(=O)CSCc2cnn(-c3ccccc3)c2-n2cccc2)c1OC	-18%[57.5 µM]	5%	-1	-5%	-10%	-23%	-7%	7%	-3.2
COc1ccccc1CN1CC(C(=O)NCCSc2nnnn2C)CCC1=O (stereo not drawn)	-20%	7%	-3	-2%	-1%	3%	-7%	-2%	0.5
N/C(=N\c1nc2ccccc2o1)NC(=O)c1cccc(Cl)c1	-16%	5%	5	-14%	-5%	8%	-21%	3%	3.5
O=C(CCCN=C1NS(=O)(=O)c2ccccc21)OCC(=O)c1ccccc1Cl	i	3%	3	-4%	-7%	14%	-19%	0%	2.4
Cc1ccccc1NC(=O)[C@H](CSCc1ccccc1)N1Cc2ccccc2C1=O	-35%[inhibitor]	-2%	·	·	-5%	?	·	·	·
Cc1ccccc1N1CCN(C(=O)c2ccccc2NC(=O)/C=C\C(=O)O)CC1	-30%[inhibitor]	-22%	7	-14%	17%	3%	-1%	13%	-0.6
CC12CCC(C(=O)NCc3ccc(Cl)cc3)(OC1=O)C2(C)C (stereo not drawn)	-6%	-7%	·	-16%	1%	0%	1%	3%	-0.2
C=CC(COCc1ccccc1)N(C(=O)OC(C)(C)C)S(=O)(=O)c1ccccc1Br (stereo not drawn)	-53%	-4%	12	0%	8%	?	-13%	-3%	-0.5
C[C@@H]1CN([C@H](C)CO)C(=O)CCCn2nncc2CO[C@H]1CN(C)C(=O)c1cc(-c2ccccc2)on1	-15%	3%	-4	4%	-7%	10%	13%	4%	-3.0
Cc1ccnc(NC(=O)c2ccc([N+](=O)[O-])s2)c1	-28%	1%	-1	2%	-18%	-11%	-1%	3%	-1.1
Cc1cc(O)c(C(C)C)cc1N=Nc1ccccc1C(=O)O	-27%	6%	-57*	-4%	?	13%	-24%	1%	-2.6
Cc1ccc(C(C(=O)Nc2ccc3c(c2)OCO3)N(C)C(=O)/C=C\c2ccc3c(c2)OCO3)cc1 (stereo not drawn)	i	8%	19	-1%	1%	?	?	1%	-1.6
CCOc1ccccc1NC(=O)CSc1nnnn1-c1ccc(C(=O)OC)cc1	i	8%	·	0%	2%	9%	16%	-1%	1.3
Cc1cccc(OCC(=O)O/N=C(\N)Cc2cccs2)c1	i	3%	·	-13%	14%	13%	3%	11%	-2.2
COc1ccc(C(=O)NNC(=O)C23CC4CC(CC(C4)C2)C3)cc1OC	i	7%	0	-3%	-6%	2%	13%	8%	0.4
CCOC(=O)N/N=C(/c1ccccc1)C1CCCCC1	i	24%	8	-4%	6%	?	6%	-6%	1.3
CCOc1ccc(Br)cc1S(=O)(=O)NCCN(C)C	i	4%	-5	-8%	-8%	-25%	0%	5%	-2.5
COc1ccc(C2NC(=O)c3n[nH]c(C)c32)c(OC)c1 (stereo not drawn)	-2%	3%	-4	7%	2%	52%[activator]	8%	1%	-0.1
COc1ccccc1/C=N/Nc1cc(C)nc2ccc(C)cc12	i	8%	15	9%	-12%	?	-17%	2%	-1.5
COCCNC(=S)N(CCc1c(C)[nH]c2ccc(OC)cc12)Cc1cccnc1	-17%	1%	5	-10%	4%	6%	2%	7%	2.8

More compounds:
SMILES	PTHR1 ag	GLP1R ag	PI5P4K alpha inh	PLK1 PBD inh	GLP1R cytotox	GLP-1R inv ag	EPAC1 antag	EPAC1 agonist	IL-2 act
C=CCN1C(=O)C2C3CC(=O)C(c4ccccc43)C2C1=O (stereo not drawn)	-5%	3%	1	7%	-11%	3%	8%	1%	-0.7
CCOC(=O)C1=NN(C(=O)Nc2cccc(C(F)(F)F)c2)C2C(=O)N(c3cccc(C(F)(F)F)c3)C(=O)C12 (stereo not drawn)	-9%[57.5 µM]	-3%	0	-9%	-14%	?	-20%	-17%	-0.4
COc1ccc(Cc2noc(CN3CCNC(=O)CC3)n2)cc1OC	-10%	8%	0	4%	-6%	-3%	0%	1%	1.2
C/C(=N\N=C1\NC(=O)CS1)c1cccs1	i	10%	0	-10%	-9%	17%	-11%	-1%	-1.6
COc1ccccc1C(=O)NCc1ccccn1	i	5%	3	-15%	-4%	8%	5%	-7%	1.0
COc1ccc(Nc2nc(Cl)nc(Nc3ccc(OC)cc3OC)n2)c(OC)c1	-23%	?	1	-11%	8%	54%[activator]	-4%	11%	-0.2
c1ccc(-c2noc(CC3CCCCC3)n2)cc1	-25%	12%	0	1%	7%	6%	-14%	-5%	0.1
COc1c(Cl)cc(Cl)cc1/C=N/n1cnnc1	-24%	0%	0	-9%	0%	0%	11%	6%	-1.8
COc1cccc(C(=O)OCC(=O)Nc2ccccc2N2CCOCC2)c1	-24%	8%	-1	0%	-9%	-6%	21%	-5%	-3.2
O=C(CN1CCN(Cc2ccccc2Cl)C1=O)NCCc1ccc(Cl)cc1	-78%[inhibitor]	-1%	·	·	8%	?	·	·	·
CCOC(=O)CC(=O)CSc1nnc2sc3ccccc3n12	12%	1%	1	-2%	-8%	11%	11%	-3%	1.8
Cc1ccc(NC(=O)CNC2CCS(=O)(=O)C2)cc1C (stereo not drawn)	i	3%	0	-5%	2%	5%	-24%	-3%	-3.5

Bioassay records as filed in PubChem.

Some of the compounds tested; the hit share may differ from the screen's.
